TNAP activation fold – human TNAP enzyme activators, primary screen, biochemical, luminescent, no phosphate acceptor, uHTS (AID 1001); purified TNAP, luminescent activation assay, no phosphate acceptor; higher activation fold means a stronger effect; Alkaline phosphatase, tissue-nonspecific isozyme (Homo sapiens); activation fold at 20 µM, or EC50 in µM where a hit was titrated; hit rate 0.03% among 200,000; in the data active = activation fold from about 3, or a potency from the dose series; inactive = the rest, 99 in 100 with activation fold below about 1.6; note: many of its hits are not listed in these tables
Myeloid diff MLP – induction of myeloid progenitor differentiation, primary screen, cell-based, flow cytometry, MLPCN library. ER-HoxA9 myeloid progenitors, lysozyme-GFP differentiation. AID 624256, 2012. hit rate 1% among 360,000. calls only at 10 µM;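 active = normalized GFP-positive differentiation at or above the plate's own cutoff, the solvent-only control mean plus 3 SD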;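 note: cells exposed to compound for four days before flow analysis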
Dynein cargo inh – inhibitors of GR-EGFP nuclear translocation, primary screen, dynein cargo transport inhibitor project, imaging, high-content, 3617.4 mouse cells | test concentration mostly 20 µM; stimulated with dexamethasone, 1 µM; active compounds read low | z-score, hits read low | hit rate 0.47% among 220,000 | AID 1381, 2008;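 active = plate z-score of nuclear minus cytoplasmic receptor signal below a set negative limit, without overly bright fluorescence or cell loss, cut at about -3.5 in these data, passing the limit was not always enough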;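 note: z-score of nuclear minus cytoplasmic ring GR-EGFP intensity difference per well; some compounds called inactive have numbers as strong as hits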
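Buffer or medium: Induction medium lacking tetracycline, stripped serum | Also added: Dexamethasone agonist, 1.0 µM final, for 30 min | Timing: 48 h induction, 1 h compound, 30 min dex at 37 °C | Detection: Formaldehyde fixation, Hoechst nuclear stain, 10x automated fluorescence imaging | Measure: Nuclear versus cytoplasmic GR-EGFP signal, averaged per well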
MT stabilizer – microtubule stabilizers in HeLa cells, primary screen, imaging, high-content imaging; HeLa tubulin immunostaining HCS, 24 h; share of cells brighter than vehicle mean+2SD; % tubulin-high responders, % at 10 µM; hit rate 0.83% among 200,000; AID 2205, 2009;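 active = plate Z-score above 3 for both tubulin-high and condensed-nucleus cell shares, with cell loss under 80%, at 10 µM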;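 note: anti alpha tubulin signal scored within the nucleus-defined area of each cell; some results filed as inactive read as strong as hits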
bCat nuc transl – modulators of beta-catenin nuclear translocation, primary screen, imaging, HeLa cells, immunofluorescence, high-content. nuclear translocation activity, % at 5 µM. hit rate 0.3% among 190,000. AID 1665, 2009;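 active = nuclear translocation activity above 50% at 5 µM, with a well cell count of 50 or more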;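 note: per-cell ratio of nuclear to cytoplasmic median beta-catenin stain intensity; plate controls were DMSO negative control for no effect and GSK-3 inhibitor IX positive control for full effect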
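test system = HeLa cells, endogenous beta-catenin | dosing = single 5 µM dose plus 0.02–20 µM confirmation series | times = compound treatment 24 h, 37°C, 5% CO2 | technique = beta-catenin immunofluorescence imaging with DAPI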
human PMI inhibition – inhibitors of human PMI, primary screen, biochemical, fluorescence intensity, coupled assay (AID 1209) | Mannose-6-phosphate isomerase (Homo sapiens) | purified PMI enzyme, coupled fluorescence intensity; higher % means a stronger effect | inhibition, % at 20 µM, or IC50 in µM where a hit was titrated | hit rate 0.42% among 190,000; in the data active = inhibition above about 50%;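 note: plate controls were DMSO vehicle for no effect and wells lacking substrate for full effect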
Hep lipid drop – inhibitors of hepatocyte lipid droplet formation, primary screen, imaging, high-throughput imaging, BODIPY stain; AML12 mouse hepatocytes, oleate lipid droplets; AID 1656, 2009; inhibition, % at 6.5 µM; hit rate 0.4% among 240,000;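 active = lipid droplet intensity inhibited by at least 50%, with more than 500 cells counted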
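Assay system: AML12 hepatocytes (mouse) / Also added: 100 µM oleic acid challenge / Times: overnight treatment with compound plus oleate / Detection: high-content imaging of BODIPY-stained droplets and DAPI nuclei / Evaluation: % inhibition of lipid droplet signal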
Insulin prom up – insulin promoter activators in MIN6 cells, imaging, high-content screening, mouse beta cells; MIN6 insulin promoter-GFP reporter; active compounds read high; z-score at 5 µM; hit rate 0.3% among 190,000; AID 1625, 2009;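 active = z-score above 3 at 5 µM with at least 500 cells counted in the well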
T cell modulator – modulators of CD8 T cell-vesicle binding, primary screen, mouse 2C CD8+ T cells, flow cytometry; calls only at 7 µM; AID 2052, 2009; hit rate 0.068% among 330,000; 2C CD8+ T cell-vesicle binding; active compounds read low;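 active = response, share of CD8 T cells binding vesicles, and their 90th percentile fluorescence all below set limits, cut at about 80% in these data, passing the limit was not always enough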
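Read-out – percent CD8+ FL2 mean versus row control · System – murine 2C transgenic CD8+ T lymphocytes · Times – 1.5 h cell–vesicle binding at 37 °C, then 20 min icy labelling · Control set – naked vesicles low, QL9 vesicles with vehicle high · Detection – cytometric PE anti-B7-1 and Alexa647 anti-CD8 signals after 1% paraformaldehyde fixation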
Dynein cargo inh cytoplasmic EGFP – also measured in Dynein cargo inh; calls as there; z-score; measured here: cytoplasmic GR-EGFP intensity; active compounds read high
Dynein cargo inh nuclear GR-EGFP – further read-out of Dynein cargo inh, marked with its call; z-score; measured here: nuclear GR-EGFP intensity;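 lower value marks the stronger effect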
Dynein cargo inh cell count – second read-out of Dynein cargo inh, no call of its own (marks repeat the call); z-score; measured here: cell count per field
Insulin prom up cell count – also measured in Insulin prom up; calls as there; cell count; measured here: cytotoxicity, nuclei count;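 total cells summed across four imaged fields per well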
Hep lipid drop cells 6.5 µM – also measured in Hep lipid drop; calls as there; cell count; measured here: cell count, cytotoxicity flag;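 cells counted across two imaged fields per well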
bCat nuc transl cell count 5 µM – further read-out of bCat nuc transl, marked with its call; cell count; measured here: cell count, cytotoxicity flag
T cell modulator vesicle-bound % – second read-out of T cell modulator, no call of its own (marks repeat the call); double positive events, %; measured here: CD8+ vesicle-bound cell fraction;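 binding gate set so that unloaded-vesicle control wells show 10% double positive cells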
MT stabilizer Hoechst-high % – second read-out of MT stabilizer, no call of its own (marks repeat the call); % Hoechst-high responders; measured here: nuclear condensation Hoechst responders;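 share of cells brighter than vehicle mean plus two SD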
MT stabilizer cytotoxicity % – second read-out of MT stabilizer, no call of its own (marks repeat the call); toxicity, %; measured here: cytotoxicity by cell density;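 0% = mean cell density of plate MIN control wells and 100% = no cells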
Myeloid diff MLP GFP+ MAC1+ % – recorded beside Myeloid diff MLP, whose call it bears; GFP+ MAC1+ double positive, %; measured here: differentiation confirmed by MAC1 staining
Starred values were filed as active, the others as inactive; i = inactive; x = not tested or not shown.

SMILES	TNAP activation fold	Myeloid diff MLP	Myeloid diff MLP GFP+ MAC1+ %	Dynein cargo inh	Dynein cargo inh cytoplasmic EGFP	Dynein cargo inh nuclear GR-EGFP	Dynein cargo inh cell count	MT stabilizer	MT stabilizer Hoechst-high %	MT stabilizer cytotoxicity %	bCat nuc transl	bCat nuc transl cell count 5 µM	human PMI inhibition	Hep lipid drop	Hep lipid drop cells 6.5 µM	Insulin prom up	Insulin prom up cell count	T cell modulator	T cell modulator vesicle-bound %
CCOC(=O)c1ccc(NC(=O)c2cc(=O)[nH]c3ccccc23)cc1	1.1	i	0.6	0.174	-0.0319	0.827	-0.308	2.9	1.9	2.6	-4.9	1040	5.9%	4.8	646	0.9	1590	i	6.5
CNS(=O)(=O)c1cccc(C(=O)OCc2csc(-c3ccccc3)n2)c1	1.1	i	0.7	1.8	-0.215	0.599	-1.28	1.4	3.8	11.9	-0.8	934	6.0%	-3.3	638	0.25	1521	i	17.6
CCOC(=O)Cn1nc(-c2ccc(Cl)cc2)cc1N	1.1	i	1.2	-0.163	-0.142	0.0624	0.892	3.6	0.7	72.4	x	x	19.7%	1.4	748	1.35	1311	i	20.4
CN(C)c1ccc(-c2ccncc2)cc1	1.1	x	x	x	x	x	x	x	x	x	2.2	1187	9.2%	-10.8	714	-0.2	880	x	x
Cn1c(=O)oc2cc(S(=O)(=O)NCCCN3CCCC3=O)ccc21	0.9	i	2.0	2.39	-0.22	1.55	-0.498	5.2	1.2	7.7	-0.5	1135	-3.9%	x	x	2.04	882	i	24.6
O=C(Nc1nn[nH]n1)C12CC3CC(CC(C3)C1)C2	1.1	i	6.4	2.07	0.417	1.67	-1.95	1.6	1.6	11.8	-0.8	1165	9.7%	6.3	740	1.81	884	i	33.3
Cc1c(CCOC(=O)c2cc([N+](=O)[O-])ccc2Cl)sc[n+]1CCCCS(=O)(=O)[O-]	1	i	0.4	1.42	-0.264	0.9	0.0797	2.9	2.1	1.1	-0.5	1066	10.1%	2.3	680	0.26	1307	i	29.0
CCc1ccccc1SCc1noc(C(=O)NCC2CCCO2)c1C(=O)O (stereo not drawn)	1.1	i	0.7	0.409	-0.234	-0.583	0.552	3.9	1.8	4.6	-1.0	1403	3.6%	x	x	-0.37	1557	i	25.6
Clc1cc2cccnc2c2ccccc12	1	i	0.7	2.14	-0.165	1.15	-1.49	6.6	2.1	3.3	0.4	556	5.6%	-4.0	711	0.42	1228	i	54.4
N#CN=C1SCCS1	1.1	i	0.5	-0.296	-0.286	-0.074	-0.529	4.8	2.3	8.7	-7.3	1008	-6.0%	x	x	0.29	1096	i	38.5
Cc1cc2cc(C=C(C#N)C#N)c(Cl)nc2cc1C	1.1	i	0.6	-3.13	0.578	-2.08	0.678	2.7	1.5	5.8	x	x	20.3%	-30.5	594	0.53	1250	i	37.9
CCOc1ccc(CCNC(=O)CSc2nn(-c3ccc(C)c(Cl)c3)c(=S)s2)cc1OCC	1.2	i	3.3	-0.0933	-0.263	-0.0212	0.413	4.1	4.0	10.6	0.1	1003	8.9%	69.7*	688*	-0.16	1308	i	5.8
CC(C)c1nc(N2CCN(C(=O)c3ccco3)CC2)c2c3c(sc2n1)CCCC3	1.1	i	3.5	-0.855	-0.234	-0.231	-0.45	1.0	1.2	0.4	-1.3	1051	24.9%	-0.8	574	-0.75	981	i	13.6
CCCCNC(NCCCC)=C(S(=O)(=O)CC)S(=O)(=O)CC	1	i	0.5	-0.957	-0.217	-0.232	0.557	4.9	4.1	9.0	-6.8	1136	-7.2%	-2.4	698	x	x	i	51.1
COCCSc1ccccc1C(=O)N1CCc2ccccc2C1	1.1	i	0.5	-0.0919	-0.246	0.628	-0.514	1.7	1.2	3.9	-5.1	1013	0.2%	5.3	673	-0.25	1671	i	9.5
c1coc(CN(Cc2ccco2)c2ncnc3c2oc2ccccc23)c1	1.1	i	0.8	-0.984	0.106	-0.475	0.632	4.6	2.0	2.3	8.6	444	-30.4%	-45.7	747	x	x	i	47.2
COc1ccc(CSc2nnc(C)n2N)cc1[N+](=O)[O-]	1.1	i	0.5	1.3	-0.207	-0.115	0.109	3.9	2.5	12.3	0.9	1550	-0.4%	6.9	651	0.25	1528	i	46.3
CS/C(=N\S(=O)(=O)c1ccc(Cl)cc1)c1ccccc1	1	i	6.4	-0.772	-0.0861	-0.556	-0.261	3.3	1.9	4.3	1.3	965	-11.1%	-4.8	585	-0.44	1821	i	29.4
O=C(CCc1ccccc1)NC1CCSC1=O (stereo not drawn)	1.1	i	0.9	-0.391	-0.194	0.189	0.162	5.0	0.8	4.1	0.8	653	-1.9%	x	x	1.22	1531	i	38.7
CCOCCCN(C(=O)Cn1nnc(-c2ccc(OC)c(OC)c2)n1)C(CC)C(=O)NC1CCCC1 (stereo not drawn)	1.1	i	0.8	-0.141	-0.208	-0.0371	0.465	2.3	1.6	3.3	0.3	984	-5.4%	4.1	703	1.26	1197	i	36.1
CCOc1ccc(CCNC(=O)C(O)c2ccccc2)cc1 (stereo not drawn)	1.1	i	1.5	-0.881	-0.304	-0.364	0.377	3.7	3.7	5.6	-1.3	1235	9.1%	x	x	-0.57	1393	i	55.5
Cn1cc(CN2CCCC(C(=O)c3cc(F)ccc3F)C2)c2ccccc21 (stereo not drawn)	1	i	0.0	-0.429	0.364	0.291	-0.94	2.2	2.0	3.9	-1.3	990	15.8%	-15.2	720	-0.39	1430	i	57.2
CN(C(=O)COC(=O)c1ccc([N+](=O)[O-])cc1Cl)C1CCCCC1	1.1	i	0.7	-0.182	-0.277	0.0061	-0.0945	3.2	2.1	7.8	-0.3	1095	-17.5%	10.9	714	x	x	i	19.2
CCOc1ccccc1N(CC(=O)Nc1ccccc1C(=O)NCc1ccco1)S(C)(=O)=O	1.1	i	0.8	-0.494	-0.0565	-0.395	0.436	3.7	1.7	7.7	x	x	16.3%	-2.7	670	x	x	i	35.9
CCN(CC)S(=O)(=O)c1cccc(NC(=O)COC(=O)CCC(=O)c2cccs2)c1	1	i	0.1	-0.567	-0.194	-0.568	-0.141	2.1	2.5	7.9	4.1	920	-9.2%	-8.1	677	-0.63	1297	i	26.3
COCCNC(=O)CCCn1c(=O)c2cc(OC)c(OC)cc2n(CC(=O)Nc2ccc(F)cc2)c1=O	1.2	i	0.4	-0.254	-0.213	0.00276	-0.0648	3.8	0.8	4.3	-3.3	638	-12.3%	0.0	731	x	x	i	48.4
CC1CCN(c2nncc3ccccc23)CC1	1	i	1.8	1.63	0.0347	2.15	-2.57	5.1	3.6	8.8	-1.3	886	0.8%	x	x	-0.34	1321	i	55.8
CC1CCCN(C(C(=O)NC2CCCCC2)c2cc3c(cc2[N+](=O)[O-])OCO3)C1 (stereo not drawn)	1.2	i	1.0	-0.318	-0.304	-0.412	-0.0406	2.7	1.8	1.1	5.8	1019	28.4%	-23.9	363	0.09	1215	i	6.8
O=[N+]([O-])c1ccc(SCCc2ccccn2)cc1	x	i	0.4	-0.226	-0.236	0.249	0.793	x	x	x	-0.1	1374	x	-6.2	750	0.1	1105	i	31.3
CC(NC(=O)c1ccc(C23CC4CC(CC(C4)C2)C3)cc1)C(=O)O (stereo not drawn)	1	i	0.5	0.13	-0.337	0.223	0.588	3.4	3.0	9.8	-1.6	1095	-10.1%	8.0	652	0.48	1211	i	60.5
Cc1ccnn1Cc1cc(C(=O)O)c2ccccc2n1	1	i	0.3	-0.495	0.347	0.189	-0.481	5.9	2.6	6.5	-1.3	1060	-11.0%	3.2	724	1.16	1117	i	54.0
Cc1ccc(CNC(=O)C2CC(c3cccc([N+](=O)[O-])c3)=NO2)o1 (stereo not drawn)	1	i	0.6	-0.341	-0.201	0.125	0.0391	3.5	1.2	8.3	-0.9	834	7.1%	x	x	0.26	1327	i	17.0
CCN1CC(c2ccccc2)C(c2ccc(Cl)cc2)=N1 (stereo not drawn)	1.1	i	0.1	0.356	-0.259	0.284	0.125	2.4	2.4	1.5	-0.7	969	-8.4%	-0.6	679	-0.73	1302	i	38.2
Cn1c(=O)n(C)c2cc(NS(=O)(=O)c3ccc(C(C)(C)C)cc3)ccc21	1.1	x	x	-0.342	-0.23	-0.0516	0.16	4.1	2.3	6.6	1.8	1018	8.3%	-17.8	668	-0.11	1465	i	22.1

Assay outcomes from PubChem.
